Granule exo inh: lytic granule exocytosis inhibition. inhibition, % at 10 µM. actives 0.66% (n = 360,000). TALL-104 LAMP-1 surface exposure, flow cytometry; cells stimulated with thapsigargin and PMA;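 active = inhibition above about 55%, limit read from the data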
hiPSC survival: increases survival of single human iPS cells; actives 0.044% (n = 360,000); hiPSC single-cell survival, ATPlite luminescence; 100% = ROCK inhibitor wells, 0% = DMSO; survival enhancement, % at 20 µM; AID 602274; in the data active = survival enhancement above about 18%;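 note: cells exposed to compounds for 16 hours before the ATP read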
aDG glyco act: increases alpha dystroglycan glycosylation; actives 0.22% (n = 360,000); Pro5-aDG cells, alpha-DG glycosylation AlphaScreen (IIH6); 0% Pro5, 100% B10-LARGE cell signal; activation, % at 10 µM;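 active = activation of at least 8% versus controls, or a plate z-score of at least 8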;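 note: Pro5 are CHO cells carrying HIG-tagged alpha-DG that lacks glycosylation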
MC4R ag barr: human MC4R agonism via beta-arrestin. U2OS MC4R beta-arrestin complementation, luminescence; percent of melanotan II response, DMSO zero. activation, % at 8.9 µM. actives 0.98% (n = 360,000). AID 540308;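 active = activation above a per-plate cutoff, the mean activation of sample wells on that plate plus 3 SD, cut at about 8% in these data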
ABCB6 inh 2: blocks the human ABCB6 transporter; fluorescence ratio to DMSO, % at 10 µM; AID 602162; Q9NP58; actives 0.19% (n = 360,000); K562-ABCB6 porphyrin accumulation, flow cytometry, 1 h; hits give low values;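 active = fluorescence ratio to DMSO below 75%, the collection mean minus 3 SD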;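 note: signal is porphyrin accumulated inside mitochondria; 100% equals median channel fluorescence of DMSO control wells; lower ratio means ABCB6 inhibition with less porphyrin fluorescence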
Target sequence (Q9NP58 whole entry, looked up): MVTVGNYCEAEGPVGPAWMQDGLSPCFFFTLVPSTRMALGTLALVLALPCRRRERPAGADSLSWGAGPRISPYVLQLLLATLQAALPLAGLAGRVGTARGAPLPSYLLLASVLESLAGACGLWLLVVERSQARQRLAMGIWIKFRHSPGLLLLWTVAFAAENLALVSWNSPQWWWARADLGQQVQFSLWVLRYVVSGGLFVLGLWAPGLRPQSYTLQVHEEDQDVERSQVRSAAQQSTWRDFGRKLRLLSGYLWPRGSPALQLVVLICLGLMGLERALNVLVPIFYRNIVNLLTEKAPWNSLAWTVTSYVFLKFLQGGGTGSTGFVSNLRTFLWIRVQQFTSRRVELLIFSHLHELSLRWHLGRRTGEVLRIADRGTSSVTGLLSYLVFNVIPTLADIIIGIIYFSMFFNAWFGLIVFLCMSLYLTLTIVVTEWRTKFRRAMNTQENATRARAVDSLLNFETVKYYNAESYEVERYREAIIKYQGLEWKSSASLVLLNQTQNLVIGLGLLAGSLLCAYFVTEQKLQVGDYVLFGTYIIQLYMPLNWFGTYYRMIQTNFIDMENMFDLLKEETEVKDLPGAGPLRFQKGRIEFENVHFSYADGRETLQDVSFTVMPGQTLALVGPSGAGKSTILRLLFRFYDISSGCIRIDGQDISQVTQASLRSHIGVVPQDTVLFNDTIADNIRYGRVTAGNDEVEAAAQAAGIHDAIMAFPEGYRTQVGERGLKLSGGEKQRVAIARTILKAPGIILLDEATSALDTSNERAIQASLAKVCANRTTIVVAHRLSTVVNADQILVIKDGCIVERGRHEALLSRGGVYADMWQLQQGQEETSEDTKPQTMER
MC4R antagonist: human MC4R antagonism in cAMP assay; MC4R-expressing cells, MTII-stimulated cAMP, LANCE TR-FRET; inhibition, % at 6.5 µM; actives 0.48% (n = 360,000);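 active = inhibition above its plate's cutoff, the mean of tested wells on that plate plus 3 SD, cut at about 29% in these data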;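 note: 0% = Melanotan II alone and 100% = Melanotan II plus saturating MCL0020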
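system = U2OS cells with stable human MC4R expression | also added = Melanotan II challenge after compound preincubation | dosing = one concentration, 6.5 µM nominal | incubation = compound 30 min, challenge 1 h, detection 1 h | measured by = TR-FRET with Eu-cAMP and labeled anti-cAMP, 671 nm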
H9c2 protect: myocardial damage modulation in H9c2 cells. H9c2 cardiomyocytes, H2O2 injury protection, ATPLite, 2 h. protection from H2O2 cell death, % at 20 µM. actives 0.63% (n = 360,000);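 active = compounds giving at least 50% protection of heart cells from peroxide-induced death in the single-dose screen, raw or plate-pattern-corrected value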;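 note: 0% = DMSO wells with peroxide and 100% = DMSO wells without peroxide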
HTR2A ag: agonists of mouse serotonin 5-HT2A receptor (HTR2A); AID 624169; actives 0.66% (n = 360,000); CHO-K1 mHTR2A beta-arrestin complementation, luminescence; percent of 30 µM serotonin response; activation, % at 7.6 µM;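 active = activation above a run cutoff, the mean activation of all tested compounds plus 3 SD, cut at about 14% in these data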;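 note: 0% = plate median of compound wells and 100% = 30 µM serotonin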
Glyco luc inh: N-linked glycosylation inhibition | reporter increase, % at 12.5 µM | actives 0.23% (n = 360,000) | D54 ERlucT glycosylation luciferase reporter, 24 h; percent of 100 nM tunicamycin response;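 active = mean luciferase reporter signal, scaled so untreated is 0 and the glycosylation-blocking control 100, at or above a set limit in every replicate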;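 note: luciferase carries N-glycosylation sites so blocking glycosylation raises the light; 0% = median of neutral control wells and 100% = median of 100 nM tunicamycin wells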
ABHD5-PLIN5 inh: inhibitors of human ABHD5-perilipin-5 interaction; Split G. princeps luciferase complementation, luminescence, 4 h; inhibition, % at 4 µM; actives 0.78% (n = 360,000); AID 602281;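 active = inhibition above the mean inhibition across every tested compound plus 3 SD, cut at about 22% in these data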;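 note: 0% = DMSO only wells and the 100% control is not disclosed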
* marks the source's active call; other numbers are inactive results; / = not tested or not shown.

SMILES | Granule exo inh | hiPSC survival | aDG glyco act | MC4R ag barr | ABCB6 inh 2 | MC4R antagonist | H9c2 protect | HTR2A ag | Glyco luc inh | ABHD5-PLIN5 inh
COc1ccc(SC[C@H](Cc2ccccc2)N2CC[C@@H](NC(=O)OCc3ccccc3)CCC2=O)cc1 | -3 | -1.0 | 0.5 | -0.5 | 94 | 2 | -4 | -9 | -7 | 2
CCCNC(=O)c1ccccc1NS(=O)(=O)c1ccc(OC)c(OC)c1 | 0 | -3.8 | -0.1 | 0.3 | 105 | 9 | 4 | 3 | 0 | 4
O=C(Nc1ccc(C(=O)Oc2ccccc2)c(O)c1)c1ccco1 | 1 | -0.4 | 0.1 | 2.7 | 99 | 6 | -7 | -5 | -5 | -1
O=C(O)CCc1ccc(-c2cccs2)n1NC(=O)c1ccc(O)cc1 | -3 | 1.4 | -0.2 | 0.1 | 98 | 12 | 3 | -1 | 2 | 11
CC(C)[C@H](NC(=O)c1ccccc1Cl)C(=O)OCC(=O)N1CCCCC1 | -8 | 1.0 | 0.1 | 0.1 | 98 | 3 | -6 | 8 | 1 | 4
Cc1cc(C)c(NC(=O)CSCc2c(C)noc2C)c(C)c1 | -2 | 0.1 | 0.1 | 0.1 | 95 | 6 | 6 | -3 | 3 | -3
CCCCc1c(-c2ccccc2OC)ncn1CCc1ccccc1 | 12 | -0.1 | 0.7 | / | 120 | / | / | -6 | / | 5
CCOc1ccc(CN2CCN(Cc3cc4ccccc4o3)CC2CCO)cc1 (stereo not drawn) | 10 | 0.3 | 0.6 | -0.5 | 96 | 0 | -3 | -7 | 0 | 7
CCN(CC)CCNS(=O)(=O)c1ccc(OC)c(Br)c1 | 0 | -0.8 | -0.1 | -0.6 | 95 | 10 | 2 | -3 | -1 | -1
CC(=O)N1c2ccc(S(=O)(=O)N3CCCC(C(=O)Nc4cccc(Cl)c4)C3)cc2CC1C (stereo not drawn) | 21 | 0.6 | 2.1 | -0.8 | 103 | 3 | -11 | 0 | -3 | 5
c1ccc(CCc2ccccn2)cc1 | 24 | 3.2 | -0.3 | -1.7 | 98 | 5 | -2 | 3 | 0 | -4
C=CCOc1ccc(/C=C/C(=O)OCC(=O)N(C)CC(=O)Nc2ccccc2Cl)cc1 | 8 | -0.4 | 0.3 | -2.4 | 100 | 5 | -10 | 5 | -2 | 1
NNS(=O)(=O)c1ccc(Cc2ncc(C(F)(F)F)cc2Cl)s1 | 3 | 0.0 | 0.0 | -0.8 | 96 | -3 | 0 | 1 | -1 | 1
C=CCNc1nc(C(=O)OCC(=O)Nc2c(Cl)cccc2C(F)(F)F)cs1 | -3 | -0.2 | 0.0 | -1.5 | 99 | 3 | 4 | 0 | -3 | 0
CCN(CC)CCNC(=O)c1cc(Nc2ccc(OC)c(OC)c2)nc2ccccc12 | 0 | -0.5 | 0.6 | -1.5 | 88 | 0 | 12 | -1 | -11 | -7
COc1ccc(Cl)c(N2CCN(CCCNC(=O)Nc3ccc(C)cc3)CC2)c1 | 35 | 3.0 | 2.7 | -0.6 | 96 | 4 | 1 | -8 | -3 | 13
COc1ccc(NC(=O)c2ccc(S(=O)(=O)N3CCOCC3)o2)cc1 | -4 | -0.4 | 0.1 | 1.2 | 97 | 16 | 0 | -2 | 0 | -9
Cc1ccc(SC(C)c2nc(-c3ccncc3)no2)cc1 (stereo not drawn) | 2 | 5.0 | 0.5 | 0.3 | / | 10 | -11 | -5 | 1 | -3
COc1ccccc1OC(C)C(=O)O (stereo not drawn) | -1 | -0.1 | -0.1 | -0.4 | 105 | 3 | 3 | 3 | 3 | -1
Cc1[nH]c(C)c(S(=O)(=O)N2CCc3ccccc32)c1C(=O)N1CCCCC1 | -2 | 0.0 | 0.2 | -2.1 | 97 | -1 | 3 | 4 | -1 | -2
O=C(O)c1ccc(-c2cccc(Cl)c2)o1 | -2 | 4.2 | -0.1 | 0.2 | 99 | 2 | 2 | 5 | 0 | 1
CC(=O)N1CCCN(C(=O)c2ccc3nc(Cc4cccc(Cl)c4)oc3c2)CC1 | 10 | 1.7 | 0.0 | -4.2 | 101 | 15 | -3 | 3 | 0 | 2
COc1cc(S(=O)(=O)n2nc(C)cc2C)ccc1Cl | 0 | 0.7 | 0.1 | 0.1 | 99 | 14 | 3 | 0 | 1 | -12
CC(=O)Nc1ccc2nc(-c3ccccc3)cn2c1 | 4 | -2.1 | 0.0 | -2.0 | 91 | -5 | -18 | -2 | -10 | 3
CCOC(=O)C1=C(COC(=O)c2nc(Cl)ccc2Cl)NC(=O)NC1C (stereo not drawn) | -5 | 1.7 | 0.1 | -1.5 | 96 | -1 | 1 | 8 | 0 | 0
CC(=O)Nc1ccc(S(=O)(=O)N2CCC(C(=O)NCCc3ccc(Cl)cc3)CC2)cc1 | 12 | 0.1 | -0.1 | -2.8 | 98 | 8 | -3 | 3 | -1 | 4
CCN(CC)CCN(C(=O)CCOc1ccccc1)c1nc2ccc(F)cc2s1 | 27 | 0.1 | 0.1 | 3.3 | 94 | 1 | 4 | 0 | 1 | -1
O=C1OC(c2ccccc2)(c2cc(Br)c(O)c(Br)c2)c2ccccc21 (stereo not drawn) | 12 | 0.3 | -0.1 | -1.2 | 94 | -3 | -9 | 1 | -1 | 0
O=C1C2CCCCC2C(=O)N1c1ccc(S(=O)(=O)Nc2ncccn2)cc1 (stereo not drawn) | 1 | 0.1 | -0.1 | -1.3 | 92 | 5 | 2 | 0 | 1 | 1
CCC(CC)C(=O)NCCc1cc2c(OC)ccc(OC)c2[nH]c1=O | 1 | 1.2 | 0.0 | 1.0 | 92 | 2 | 11 | -4 | 1 | 2
Cc1cccc(S(=O)(=O)c2c(C)cc(C)[nH]c2=O)c1 | -6 | 0.6 | 0.2 | -2.8 | 99 | 9 | 2 | 2 | 1 | 1
Cc1ccc(-n2c(C)cc(/C=N/NC(=O)CN(c3ccc(C)cc3C)S(C)(=O)=O)c2C)cc1 | 2 | 0.0 | 0.0 | -0.8 | 105 | -10 | -24 | -4 | -3 | 1
CN(CC(=O)Nc1cccc2ccccc12)C(=O)/C=C/c1cccs1 | 1 | 3.6 | 0.1 | -0.6 | 94 | 5 | 2 | -2 | -1 | 1
O=C(c1ccc2nc[nH]c2c1)N1CCN(S(=O)(=O)c2cccc(F)c2)CC1 | -5 | 0.0 | -0.3 | -4.4 | 96 | 15 | -2 | -4 | 2 | 10
Cn1cccc1CNC(=S)Nc1ccccc1Cl | 0 | -0.4 | 0.0 | -0.5 | 95 | 21 | 4 | -2 | 2 | 1
Cc1cc(-c2csc(NC(=O)c3cc4ccccc4o3)n2)c(C)n1C | -2 | -2.6 | 1.7 | -0.3 | 105 | -7 | -2 | -1 | -3 | -1
O=C(NCCN1CCN(C(=O)c2c(F)cccc2F)CC1)C(=O)Nc1ccc(Cl)cc1 | -2 | 1.0 | 0.2 | -5.5 | 92 | 4 | -5 | -3 | 0 | 0
O=C1CC2CC1C(C(=O)O)C2C(=O)O (stereo not drawn) | -3 | -2.5 | 0.4 | -1.2 | 88 | -2 | 5 | -4 | 1 | -2
CCN(CC(=O)Nc1c(F)cccc1F)C(=O)c1cc(C)nc2ccccc12 | 3 | 0.5 | 0.0 | -0.8 | 96 | -7 | 1 | 3 | -1 | -6
CCN(CC)C(=O)CN(C#N)c1nc(NC(C)C)nc(NC(C)C)n1 | -1 | -2.2 | 0.0 | 0.4 | 96 | 8 | 0 | 6 | 1 | 0
Cc1cc(NS(=O)(=O)c2ccc(NC(=O)c3ccccc3C)cc2)no1 | -1 | -0.5 | -0.3 | -0.1 | 93 | -4 | 9 | 6 | -4 | 1
COc1ccc(-c2nnn(CC(=O)Nc3ccc4c(c3)OCCO4)n2)cc1OC | 0 | -0.5 | 0.0 | 0.2 | 93 | 2 | -10 | 10 | 3 | -2
Cc1ccc(NC2=NCC(=O)N2Cc2ccccc2)c(C)c1 | 0 | 1.3 | 0.2 | -0.8 | 98 | 6 | -3 | 2 | 0 | 4
COc1ccc(S(=O)(=O)N2CCC(C(=O)N3CCCCCC3)CC2)cc1 | -1 | 8.0 | 0.0 | -0.9 | 94 | -2 | -11 | -3 | -1 | 1
Cc1ccc(C2(c3noc(CN4C[C@@H](C)O[C@@H](C)C4)n3)CCCC2)cc1 | 2 | -0.5 | -0.2 | 1.9 | 96 | 6 | -2 | -1 | 5 | 0
CC(C)C(CCNC(=O)CN1C(=O)c2ccccc2C1=O)c1ccco1 (stereo not drawn) | 3 | 5.2 | -0.1 | -1.2 | 103 | -8 | 1 | 1 | 1 | -4
Cc1nn(Cc2ccccc2Cl)c(C)c1C(=O)N(C)CC(=O)Nc1cccc(F)c1 | -6 | -0.6 | 0.3 | -4.7 | 98 | 8 | -4 | 4 | 3 | -7
Cc1ccc(/C=N/NC(=O)C2(O)c3ccccc3-c3ccccc32)o1 | -2 | 0.4 | 0.1 | -1.3 | 95 | 11 | 2 | 5 | 0 | 2
O=C(c1ccc(S(=O)(=O)N2CCCC2)cc1)N1CCCc2ccccc21 | 0 | 1.0 | -0.1 | 0.7 | 101 | 2 | -10 | 7 | -2 | 3
Cc1ccc(S(=O)(=O)CC(=O)Nc2nnc(C)s2)cc1 | 5 | 0.1 | -0.3 | -0.7 | 95 | -6 | 2 | -3 | 1 | 11
Cc1cc(NS(=O)(=O)c2ccc(NC(=O)Cc3ccc([N+](=O)[O-])cc3)cc2)nc(C)n1 | 14 | -0.8 | -0.3 | 0.8 | 99 | 5 | 2 | -6 | 0 | 2
O=C(CNc1cccc2ccccc12)N/N=C/c1ccc([N+](=O)[O-])o1 | -1 | -2.6 | 8.2* | -1.8 | 107 | -1 | -1 | 1 | -8 | 7
Cc1ccc(C(=O)NC(C(=O)Nc2ccccc2)c2ccccc2)cc1 (stereo not drawn) | -3 | 2.2 | 0.1 | 0.9 | 97 | -2 | 2 | 0 | -1 | 5
O=C(Nc1ccc(N2CCN(C(=O)c3ccco3)CC2)cc1)C(c1ccccc1)c1ccccc1 | 2 | 0.1 | 1.2 | -1.8 | 96 | 1 | -4 | -4 | -5 | 5
COc1ccc(CC(=O)NC(C)c2ccc(Cl)c(Cl)c2)cc1S(=O)(=O)N1CCOCC1 (stereo not drawn) | -1 | -1.2 | -0.2 | -0.8 | 96 | 0 | 3 | 0 | 0 | 4
O=C(NC1CCCCC1)c1cccc(Cn2cc(Cl)cn2)c1 | -2 | 5.0 | 0.2 | -1.3 | 93 | 0 | -2 | -1 | 1 | -5
O=C1CCc2ccccc2N1 | 6 | -0.2 | 0.1 | -0.9 | 95 | -2 | 4 | 2 | -1 | 4

Of the compounds above, these have an aryl thioether with sulfur outside any ring.
SMILES | Granule exo inh | hiPSC survival | aDG glyco act | MC4R ag barr | ABCB6 inh 2 | MC4R antagonist | H9c2 protect | HTR2A ag | Glyco luc inh | ABHD5-PLIN5 inh
COc1ccc(SC[C@H](Cc2ccccc2)N2CC[C@@H](NC(=O)OCc3ccccc3)CCC2=O)cc1 | -3 | -1.0 | 0.5 | -0.5 | 94 | 2 | -4 | -9 | -7 | 2
Cc1ccc(SC(C)c2nc(-c3ccncc3)no2)cc1 (stereo not drawn) | 2 | 5.0 | 0.5 | 0.3 | / | 10 | -11 | -5 | 1 | -3
